Screening results (PubChem)
APP transl inh – APP translation inhibition | SH-SY5Y APP 5'UTR-luciferase reporter, luminescence | inhibition, % at 2 µM | 0.82% of 190,000 active | AID 1285;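 active means inhibition above a set limit, derived from the sample mean plus 3 SD, cut at about 45% in these data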; further: values of inactives mirror those of a sister screen read the other way
Hsp70 act – transcriptional activators of Hsp70; HeLa Hsp70 promoter luciferase reporter, luminescence; scaled: vehicle 0, proteasome-inhibitor control 100%; activation, % at 10 µM; 0.04% of 200,000 active; AID 1203;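 active means activation above the mean across all tested compounds plus 3 SD, cutoff set per campaign, cut at about 5.5% in these data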;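 further: 100% = MG132 at 30 µM as the positive control and 0% = DMSO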
STAT3 activator – activators of IL-6 induced STAT3 signaling; activation (% of control), % at 5.6 µM; U3A cells, IL-6 STAT3-luciferase reporter, luminescence; 100% = signal with IL-6 EC80 alone; 0.91% of 190,000 active; AID 871;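 active means activation above the screen-wide mean of compound activation plus 3 SD, cut at about 130% in these data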;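 further: 0% = background luminescence of wells with medium and substrate only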
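Material: STAT1-lacking human U3A cells, STAT3 luciferase reporter | Benchmarks: IL-6-only wells as 100% reference | Probe or stimulus: IL-6 (33 ng/mL) | Timing: Compound 1 h, then IL-6 6 h at 37 °C | Detection: Luminescence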
G6PDH CS – L. mesenteroides G6PDH inhibition counter-screen; Purified L. mesenteroides G6PDH, diaphorase/resazurin coupled fluorescence, 45 min; inhibition, % at 5 µM; 0.12% of 200,000 active; in the data active means inhibition above about 50%
Diaphorase act – diaphorase activation or chemical reduction counter-screen; Diaphorase/resazurin coupled assay, resorufin fluorescence, 16 min; stronger effect = higher value; 1 = vehicle wells, 0 = NADH-free wells; activation factor at 20 µM; 0.005% of 190,000 active; AID 1229;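 active means diaphorase activity raised at least twofold by the compound at 20 µM; inactive means activation factor below 2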
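Material: purified diaphorase enzyme from Clostridium kluyveri; Also added: 0.114 mM NADH and 0.1 mM resazurin, final amounts; Doses: single compound dose of 20 µM, 1% DMSO final; Times: 16 min enzyme reaction, ambient temperature; Detection: resorufin fluorescence, excitation 544 nm, emission 590 nm; Measure: increased resorufin signal from activators or reducing compounds.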
STAT1 act – STAT1 signaling activation | NIH 3T3 STAT1-luciferase reporter, IFN-gamma, luminescence; 100% = IFN-gamma alone, no compound | activation (% of control), % at 5.5 µM | 2.6% of 200,000 active | AID 932;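 active means activation above the screen-wide mean activation plus 3 SD, cut at about 130% in these data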;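 further: raw ratio to IFN-gamma control signal so 100% means no change and 0% no light; values of inactives mirror those of a sister screen read the other way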
Diaph inh CS – inhibits diaphorase or chemically oxidizes, flagging diaphorase assay artifacts; 0.69% of 190,000 active; inhibition, % at 20 µM; diaphorase resazurin-to-resorufin fluorescence, NADH, 16 min; bacterial (C. kluyveri) enzyme, not human;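 active means primary screen inhibition at 20 µM above a set limit, cut at about 50% in these data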;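 further: plate controls were DMSO with full reaction for no effect and wells lacking NADH for full effect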
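System: Diaphorase enzyme from Clostridium kluyveri | Amount: Enzyme working solution with 0.14 U/mL diaphorase | Benchmarks: No-NADH positive control and DMSO neutral control | Signal: Fluorescence of resorufin formed from resazurin, Ex 544/Em 590 nm | Schedule: 16-min room-temperature incubation before reading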
STAT3 inh – reduces IL-6 driven STAT3 reporter signal | U3A cells, IL-6 STAT3-luciferase reporter, luminescence; host cell line lacks STAT1 | 0.89% of 190,000 active | inhibition, % at 5.5 µM;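 active means inhibition above the mean inhibition across all screened compounds plus 3 SD, cut at about 44% in these data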;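 further: 0% = DMSO only wells and 100% = 100 µM nifuroxazide control wells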
STAT1 blocker – STAT1 signaling inhibition | NIH 3T3 STAT1-luciferase reporter, IFN-gamma, luminescence | inhibition, % at 5.5 µM | 0.35% of 200,000 active;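 active means inhibition above a set limit, the mean inhibition across all tested compounds plus 3 SD, cut at about 34% in these data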;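 further: 0% = IFN-gamma with DMSO and 100% = IFN-gamma with 300 µM nifuroxazide; values of inactives mirror those of a sister screen read the other way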
TLR4-MyD88 BLA – TLR4-MyD88 interaction inhibition in cells | O00206+Q99836 | AID 861 | HeLa CL3-4 TLR4/MyD88 BLA complementation, FRET ratio | inhibition, % at 8.4 µM | 0.18% of 200,000 active; in the data active means inhibition above about 25%;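 further: 0% = vehicle and 100% = reference inhibitor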
Target sequence (O00206 whole entry, looked up): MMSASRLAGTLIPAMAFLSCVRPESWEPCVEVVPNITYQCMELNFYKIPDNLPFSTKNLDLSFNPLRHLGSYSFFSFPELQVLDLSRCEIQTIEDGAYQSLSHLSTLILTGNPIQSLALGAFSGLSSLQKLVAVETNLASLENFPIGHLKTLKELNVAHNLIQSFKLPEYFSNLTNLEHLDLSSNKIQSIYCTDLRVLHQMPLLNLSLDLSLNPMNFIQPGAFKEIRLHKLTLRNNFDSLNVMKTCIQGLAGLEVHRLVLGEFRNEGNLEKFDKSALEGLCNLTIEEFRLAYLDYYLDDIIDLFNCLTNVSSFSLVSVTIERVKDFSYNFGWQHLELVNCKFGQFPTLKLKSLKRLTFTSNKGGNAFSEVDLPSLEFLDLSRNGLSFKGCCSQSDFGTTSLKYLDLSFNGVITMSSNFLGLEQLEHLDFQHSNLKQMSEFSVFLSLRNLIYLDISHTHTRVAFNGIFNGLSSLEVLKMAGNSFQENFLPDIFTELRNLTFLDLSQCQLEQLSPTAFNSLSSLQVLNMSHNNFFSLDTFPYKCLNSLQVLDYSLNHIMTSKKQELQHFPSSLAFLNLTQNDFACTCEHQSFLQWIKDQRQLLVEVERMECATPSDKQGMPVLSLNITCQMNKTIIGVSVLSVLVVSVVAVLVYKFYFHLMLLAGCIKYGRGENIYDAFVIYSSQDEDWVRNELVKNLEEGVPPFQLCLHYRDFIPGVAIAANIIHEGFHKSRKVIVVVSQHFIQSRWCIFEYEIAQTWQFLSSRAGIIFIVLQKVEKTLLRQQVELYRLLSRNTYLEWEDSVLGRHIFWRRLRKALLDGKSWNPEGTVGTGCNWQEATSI
Target sequence (Q99836 whole entry, looked up): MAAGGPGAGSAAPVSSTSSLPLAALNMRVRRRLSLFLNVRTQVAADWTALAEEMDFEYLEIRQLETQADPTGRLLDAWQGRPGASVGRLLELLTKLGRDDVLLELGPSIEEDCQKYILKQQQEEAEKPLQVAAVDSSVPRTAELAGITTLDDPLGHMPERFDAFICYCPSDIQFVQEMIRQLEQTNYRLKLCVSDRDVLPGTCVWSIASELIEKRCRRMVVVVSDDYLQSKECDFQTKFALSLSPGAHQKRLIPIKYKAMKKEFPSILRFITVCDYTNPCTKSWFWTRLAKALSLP
The depositor's hits bear a star; nt = not tested or not shown.

SMILES	APP transl inh	Hsp70 act	STAT3 activator	G6PDH CS	Diaphorase act	STAT1 act	Diaph inh CS	STAT3 inh	STAT1 blocker	TLR4-MyD88 BLA
N#CCCN(Cc1cccnc1)C(=O)c1sc2cc(F)ccc2c1Cl	-11	-0.2	101	20	1	75	5	8	27	-5
CC(C)COc1cc(=O)[nH]c(SCC(C)C)n1	-9	-0.3	118	4	0.9	99	8	-19	1	-6
Cc1cccc(N2CCN(C(=O)c3ccc4c(c3)OCCO4)CC2C)c1 (centres undefined)	-4	0.3	99	3	0.8	110	17	6	-10	-22
Cc1ccc(CSCCNS(=O)(=O)c2ccccc2)cc1	nt	-0.4	100	-5	0.9	99	10	0	1	-8
COCCN(CCOC)S(=O)(=O)c1ccc(C(=O)Nc2nc(-c3ccncc3)cs2)cc1	-21	-0.1	75	0	0.9	105	12	31	-6	-3
CC1(C)Cc2nc(-c3ccccc3)n3cnnc3c2CO1	-19	0.8	104	3	0.9	101	14	1	-2	-14
CCOc1cc(CNCCCN2CCOCC2)cc(Br)c1OCc1ccccc1Cl	-21	-0.1	107	4	1.2	96	-20	-6	2	11
CC(CNC(=O)C(C)(C)C)NC(=O)C(C)(C)C (centres undefined)	6	-0.6	99	4	0.9	103	9	3	-3	8
COc1ccccc1-c1nnc(SCC(=O)NC2CCS(=O)(=O)C2)n1N (centres undefined)	6	-0.1	100	6	1	104	-3	1	-3	10
O=C(NC(=S)Nc1ccccc1N1CCOCC1)c1ccc(-c2cccc(Cl)c2)o1	0	-0.2	100	-33	0.8	96	16	-1	4	4
CCOc1cc2c(C#N)c(N3CCNCC3)nc(N)c2c(N)n1	-3	-0.2	127	18	0.5	104	46	-24	-4	12
O=C1N(Cc2cccnc2)C[C@@H]2C[C@@H](c3ccc(-c4ccccc4)cc3)N3CCC[C@@]123	13	-0.1	101	12	0.8	100	22	3	-1	-14
Cc1ccc(S(=O)(=O)N(C)C)cc1-n1c(SCC(=O)Nc2ccc(F)cc2Cl)nc2ccccc2c1=O	11	-0.3	105	19	0.9	102	12	-2	-2	-12
CCCCCOC(=O)C(C)Sc1n[nH]c(=O)[nH]c1=O (centres undefined)	11	-0.1	89	2	1	105	4	22	-6	10
CCn1c(CSc2nc3ccccc3s2)nnc1SCC(=O)OC(C)(C)C	-2	0.0	104	6	0.9	98	12	0	2	8
N#CC1(C#N)C(C(N)=O)C1c1ccccc1 (centres undefined)	5	-0.3	106	5	1	104	1	-4	-5	5
COc1cccc(OC)c1/C(O)=C(\C#N)c1nc2ccccc2[nH]1	-11	-0.4	103	11	0.8	107	21	-1	-7	1
CC(C)CCNC(=O)CCCc1ccccc1	-8	0.8	96	8	0.9	100	12	7	0	-21
CCOn1c(=O)c[n+]([O-])c2ccccc21	-4	0.2	94	3	0.9	107	7	16	-7	-2
COc1ccc([N+](=O)[O-])cc1NC(=O)CCSCCc1ccccn1	-2	-0.1	109	7	1	95	-2	2	5	-1
O=C(COc1ccccc1C(=O)NCC1CCCO1)Nc1ccc(Cl)cc1Cl (centres undefined)	-2	0.1	99	-2	0.8	97	22	6	0	12
O=C(NC1CCN(C(=O)N2c3ccccc3Sc3ccccc32)CC1)c1ccccc1F	6	-0.3	100	7	0.9	97	13	11	4	-5
Cc1ccc(OCc2nnc(SCC(=O)c3cccc([N+](=O)[O-])c3)n2C)cc1	-11	-0.2	95	-42	0.9	94	5	15	5	7
COC(=O)Cn1c(=NC(=O)C(C)(C)C)sc2c(C)cc(C)cc21	6	-0.2	111	-9	0.7	104	25	-8	-4	7
Cc1ccc(-c2cc(-c3ccccc3[N+](=O)[O-])[nH]n2)c(O)c1	-132	0.3	142*	11	0.8	98	23	-38	3	-8

Exported with two lines to a compound: 3 of the compounds above
Order of values – APP transl inh, Hsp70 act, STAT3 activator, G6PDH CS, Diaphorase act, STAT1 act, Diaph inh CS, STAT3 inh, STAT1 blocker, TLR4-MyD88 BLA
- CCOc1cc(CNCCCN2CCOCC2)cc(Br)c1OCc1ccccc1Cl
    -21, -0.1, 107, 4, 1.2, 96, -20, -6, 2, 11
- CC(CNC(=O)C(C)(C)C)NC(=O)C(C)(C)C (centres undefined)
    6, -0.6, 99, 4, 0.9, 103, 9, 3, -3, 8
- COc1ccccc1-c1nnc(SCC(=O)NC2CCS(=O)(=O)C2)n1N (centres undefined)
    6, -0.1, 100, 6, 1, 104, -3, 1, -3, 10

Later entries.
SMILES	APP transl inh	Hsp70 act	STAT3 activator	G6PDH CS	Diaphorase act	STAT1 act	Diaph inh CS	STAT3 inh	STAT1 blocker	TLR4-MyD88 BLA
Cc1ccc(-c2ccc(=O)n(CC(=O)N3CCN(c4cccc(C)c4)C(C)C3)n2)cc1 (centres undefined)	17	-0.4	97	7	0.8	100	17	8	0	-9
CC(C)(C)c1cc(C(C)(C)C)n(-c2ccccc2)n1	0	-0.2	104	2	0.9	98	8	4	2	12
O=C(OC(C(=O)NCc1ccc2c(c1)OCO2)c1ccccc1F)c1ccco1 (centres undefined)	-21	0.3	106	8	0.8	99	22	3	1	5
CCCC(=O)NCCc1cc2ccc(C)c(C)c2[nH]c1=O	-6	-0.3	94	-9	1	103	1	8	-2	-7
CCOC(=O)c1sc(NC(=O)CN(CC)CC)c(C(=O)OCC)c1C	-14	-0.3	98	4	0.9	100	9	8	0	5
Cc1ccc(Cc2c(C)nc3c(C(=O)O)cnn3c2C)cc1	2	-0.1	94	nt	nt	90	nt	10	11	-1
O=C(O)CCN(Cc1ccccc1)S(=O)(=O)c1ccc(Cl)cc1F	0	-0.2	97	4	1	104	4	6	-5	3
Cn1c(C(C#N)/C(=N\S(=O)(=O)c2cccs2)c2ccccc2)nc2ccccc21 (centres undefined)	-3	-0.1	106	0	1	97	3	-4	3	-6
CCc1ccc2nc(SCC(=O)N3CCCCC3)c(C#N)cc2c1	-8	-0.6	102	nt	nt	103	nt	-1	-3	-4
COc1ccc(CCC(=O)N2CC(C)OC(C)C2)cc1 (centres undefined)	3	-0.3	104	-2	0.9	100	9	0	0	-6
CC(C)(C)c1nc(SCC(=O)c2ccccc2)c2ccccc2n1	3	0.1	93	7	0.8	97	18	15	1	14
Cc1c(Cl)cccc1NC(=S)N1CCC(N(C)CC2CCCO2)CC1 (centres undefined)	9	0.6	97	12	1	96	-4	7	3	1
CC1(C)Cc2c(C#N)c(OCC(=O)c3ccccc3)nc(-c3ccoc3)c2CO1	-2	-0.2	96	11	0.8	106	25	8	-6	-6
COc1ccccc1NC(=O)CSc1nc(O)cc(=O)n1-c1ccccc1OC	-14	-0.2	100	8	1.1	96	-8	9	4	-7
CCOc1ccc(N(CC(=O)NCc2ccco2)S(C)(=O)=O)cc1	3	-0.5	102	10	1.1	102	-10	7	-2	6
COc1ccc(-c2nnn(CC(=O)NCc3ccc4c(c3)OCO4)n2)cc1OC	11	-0.3	100	2	1.1	99	-5	6	3	-6
O=C(NCC1CCCO1)Nc1ccc(Cl)cc1 (centres undefined)	4	0.0	104	8	1	108	1	-5	-8	-4
O=c1sc2ccccc2c(=O)n1Cc1ccccc1F	16	-0.3	104	0	1	99	5	-1	1	-4
O=C(Nc1ccncc1)c1ccc2c(c1)C(=O)N(CC1CCCO1)C2=O (centres undefined)	-4	-0.4	90	-3	0.9	95	13	10	6	-11
Cn1c(=O)[nH]c(=O)c2c1ncn2CCN1CCCCC1	7	-0.1	95	3	1	92	-3	10	9	5
Brc1ccc(C2C3=C(Nc4ncnn42)c2ccccc2OC3c2ccncc2)cc1 (centres undefined)	8	-0.2	91	6	0.8	93	16	15	7	9
CCCC(=O)c1ccc(N2CCOCC2)c(F)c1	-22	-0.1	86	4	0.9	95	11	18	6	10
CSc1ccccc1NC(=O)c1onc(C)c1Cl	2	0.1	104	-4	0.9	106	11	4	-6	2
O=S(=O)(Nc1cccc2cn[nH]c12)c1ccc(F)cc1	-2	-0.3	101	4	0.9	92	5	2	9	0
CCOC(=O)c1oc2nc(C(C)C)c3c(c2c1N)CC(C)(C)OC3	7	-0.1	88	12	0.3	102	68*	18	-2	-4
Following part.
SMILES	APP transl inh	Hsp70 act	STAT3 activator	G6PDH CS	Diaphorase act	STAT1 act	Diaph inh CS	STAT3 inh	STAT1 blocker	TLR4-MyD88 BLA
Cc1nnc2n(c1=O)C(CS(=O)(=O)c1ccc3ccccc3c1)CS2 (centres undefined)	0	-0.1	103	9	0.9	83	8	-2	17	-10
CCCCCCCC[n+]1cccc(C(=O)N2c3c(nc(N)[nH]c3=O)NC(C)C2C)c1 (centres undefined)	14	0.1	104	0	1	105	5	-6	-6	24
O=C(CN1CCN(S(=O)(=O)c2ccc(F)cc2)CC1)Nc1ccc2c(c1)OCO2	-1	-0.3	88	6	0.9	97	6	22	4	14
O=C(NNC(=O)C1CCCO1)c1ccc(Cl)cc1 (centres undefined)	-12	0.1	107	17	0.9	98	12	-3	2	9
O=C(O)C1=C(C(=O)N2CCN(C(=O)c3ccco3)CC2)CCCC1	-2	-0.1	97	10	0.8	102	16	10	-1	4
CCOc1ccc(NC(=O)c2cccc(-n3cnnn3)c2)cc1	-11	-0.2	87	8	0.9	101	12	19	-1	-7
CCCCN=Cc1c(C)[nH]n(-c2ccccc2)c1=S	7	-0.1	90	14	0.8	105	18	21	-7	-19
CCC(C(=O)NCc1ccco1)N(C(=O)CNS(=O)(=O)c1ccccc1)C1CCCCC1 (centres undefined)	-16	-0.2	106	2	0.9	100	6	-2	0	5
Cc1cc(O)cc2c1C(c1ccc(F)cc1)CC1(CC(C)(C)NC(=S)N1)O2 (centres undefined)	6	-0.3	117	-1	1	103	2	-18	-5	-5
COc1ccc(CNC(=O)COc2ccc(S(=O)(=O)NC(C)C)cc2)cc1	6	-0.4	95	-2	0.9	111	8	6	-12	9
CCn1c(CNC(=O)c2ccc(OC)cc2)nnc1SC	-6	0.1	100	-2	0.8	98	18	8	2	-4
COc1ccc(OC)c(NC(=O)c2c(NC(=O)CNCc3ccco3)sc3c2CCC3)c1	-10	0.2	102	6	0.8	96	21	9	4	2
CCOc1ccc(C(=O)NC2CCN(CC(=O)NCc3cccs3)CC2)cc1	-10	-0.2	110	3	1	105	-2	-5	-6	-1
O=C(CNC(=O)c1cccs1)N/N=C/c1ccco1	-10	0.0	91	4	1.1	102	-15	16	-5	-17
COC(=O)c1ccc(=O)n(-c2ccc(OC)cc2)c1	-1	0.2	93	11	0.9	103	12	13	-3	-8
O=C(C[n+]1cccc2ccccc21)c1ccc([N+](=O)[O-])cc1	7	-0.3	114	14	1	95	2	-15	4	8
COc1ccc(OC)c(CN2CCN(C(=O)c3cccc4ccccc34)CC2)c1	12	-0.4	104	10	0.7	95	26	-4	5	8
Cc1cnc(C(=O)Nc2ccc(C)c(S(=O)(=O)N(C)C)c2)cn1	18	-0.3	110	7	1	108	2	-8	-9	-3
O=C(CN1CCN(C(=O)c2ccccc2F)CC1)Nc1ccc(Br)cc1	-2	-0.5	109	-12	0.8	105	24	-2	-6	-4

This is a random part of the collection. Share with any hit: about 6.1%.
